Screening results deposited in PubChem BioAssay by National Center for Advancing Translational Sciences (NCATS).
RORgamma inh: inhibitors of mouse ROR gamma transcriptional activity; Potency, µM (titrated, usually from 53.6 µM), inactives show at the highest dose activity change, negative = inhibition, hits mostly inhibitors; P51450; hit rate 5.4% among 310,000; Drosophila S2 Gal4-RORgamma UAS-luciferase reporter, 20 h; also: % is scaled to controls: 0 for no effect and ±100 for the full control effect; nearly all actives have a fitted effect of over 60% in size
Target sequence (P51450 whole entry, looked up, the tested form may be a part): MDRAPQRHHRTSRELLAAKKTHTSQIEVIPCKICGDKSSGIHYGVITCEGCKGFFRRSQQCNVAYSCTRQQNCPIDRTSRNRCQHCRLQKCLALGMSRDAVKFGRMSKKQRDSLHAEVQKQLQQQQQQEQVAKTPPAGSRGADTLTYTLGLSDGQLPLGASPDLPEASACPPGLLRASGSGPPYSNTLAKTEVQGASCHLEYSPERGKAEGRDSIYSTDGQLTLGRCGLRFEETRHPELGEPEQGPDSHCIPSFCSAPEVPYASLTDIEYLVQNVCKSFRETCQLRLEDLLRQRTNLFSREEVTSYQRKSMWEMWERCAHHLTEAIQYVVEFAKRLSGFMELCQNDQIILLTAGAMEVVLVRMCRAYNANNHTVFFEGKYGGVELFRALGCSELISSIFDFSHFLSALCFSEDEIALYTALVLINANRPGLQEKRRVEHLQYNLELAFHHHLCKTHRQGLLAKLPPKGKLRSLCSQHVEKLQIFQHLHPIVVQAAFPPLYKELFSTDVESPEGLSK
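In this cell-based reporter format, copper sulfate (700 uM final) drives Gal4–ROR gamma fusion expression from a metallothionein promoter in Drosophila Schneider cells; compounds preincubated 1 hr, reporter read after 20 hr at ambient temperature.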
VP16 counter: inhibits Gal4-VP16 luciferase reporter, ROR gamma counter-screen | Potency, µM (series often up to 53.6 µM), without a hit: at the highest dose activity, negative = inhibition, most hits filed as inhibitors | hit rate 3.5% among 310,000 | AID 2546 | Drosophila S2 Gal4-VP16 UAS-luciferase, luminescence, 20 h;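 also: Gal4-VP16 expression switched on by copper sulfate through the metallothionein promoter; % is scaled to controls: 0 for no effect and ±100 for the full control effect; nearly all actives have a fitted effect of over 50% in size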
NPC1 prom act: NPC1 promoter activation | Potency, µM (highest dose often 9.22 µM), inactives show at the top dose activation, hits mostly activators | hit rate 2.4% among 320,000 | AID 485313 | Huh7 NPC1 promoter luciferase reporter, 24 h;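 also: % of control where 0% means no effect; nearly all actives have a fitted effect of over 60% in size; reporter is driven by a mutant NPC1 promoter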
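Stably transfected Huh7 (NPC1 promoter→luciferase), 1500 cells/well in Opti-MEM + 10% FBS, 2 h settle, then compound 24 h at 37 °C. Luminescence after 10 min with Amplite reagent.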
Rab9 prom act: activates the Rab9 promoter; Potency, µM (doses to about 9.22 µM), for the others: at the highest dose activation, negative = inhibition, actives largely listed as activators; hit rate 2.8% among 320,000; Huh7 Rab9 promoter-luciferase reporter, luminescence, 24 h; also: % of control where 0% means no effect; nearly all actives have a fitted effect of over 60% in size
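Measured in stably transfected Huh7 cells bearing a Rab9 promoter–luciferase construct: 24 h compound treatment at 37 °C, followed by luminescence detection.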
p53 reactivator: re-activators of mutant p53. AID 504706. Potency, µM (titrated, usually from 92.2 µM), for inactives: at the top dose activity change, positive = activation, actives largely listed as activators. H1299 p53-A138V BP100-luciferase reporter, luminescence, 24 h. hit rate 0.063% among 320,000; also: % of control where 0% means no effect; nearly all actives have a fitted effect of over 45% in size
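H1299 (p53-null), stable ts p53-A138V + BP100-Luc; 1000 cells/well, Opti-MEM/10% FBS; cpd 4 pt, 1:5; 24 h, 37 deg C, 5% CO2; detection reagent 10 min RT; luminescence.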
MBNL1-CUG inh: inhibitors of human MBNL1 binding to CUG repeat RNA; hit rate 0.036% among 280,000; TR-FRET MBNL1-His/biotin-(CUG)12 binding, 665/545 ratio; Potency, µM (series often up to 57.5 µM), for the others: at the top dose activity change, negative = inhibition, usual class: inhibitors; Q9NR56; AID 2675; active = well fitted inhibition curve with a large enough effect in the signal ratio, with a control signal flat, not every such curve was filed as active; inconclusive = small, poorly fitted or top-dose-only effect, or effect the other way, or a change in a side signal; inactive = no such curve, though single readings can be large or run the other way; the % refers to the signal ratio; also: % is scaled to controls: 0 for no effect and ±100 for the full control effect
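Compound titration spanned 92 nM–58 uM against the MBNL1-His/biotin-(CUG)12 complex. After 60 min at room temperature with 5 nM streptavidin-XL665 and 0.055 ng/ul terbium anti-His, ratiometric 665/545 nm emission (Ex 340 nm) normalized to controls.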
BRCA1 expr act: BRCA1 expression activation; Potency, µM (top dose mostly 46.1 µM), inactives show at the highest dose activation, hits mostly activators; MCF7-BRCA1-FFLuc reporter, luminescence, 48 h; response scale: scaled: vehicle 0%, 10 µM genistein 100%; AID 624202; hit rate 1.1% among 380,000; also: nearly all actives have a fitted effect of over 80% in size; some results filed as inactive show a strong effect at the top dose
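First, MCF7-BRCA1-FFLuc cells (2000/well) attach for 2 h; next, compounds are pin-added and incubated 48 h at 37 °C; finally, luciferase reagent is added and luminescence read after 15 min.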
uPA surface inh: inhibitors of cell surface uPA generation; Potency, µM (series often up to 38.3 µM), for inactives: at the top dose activity change, negative = inhibition, hits mostly inhibitors; AID 540303; cell surface uPA generation assay, qHTS; hit rate 0.31% among 330,000; active = well fitted inhibition curve with a large enough effect; inconclusive = small, poorly fitted or top-dose-only effect; inactive = no such curve, though single readings can be large or run the other way; tested in mouse RAW 264.7 cells; also: % is scaled to controls: 0 for no effect and ±100 for the full control effect; nearly all actives have a fitted effect of over 55% in size
FLuc modulator: inhibits or activates purified firefly luciferase, miR-21 counter-screen. AID 588342. Potency, µM (highest dose often 57.5 µM), for the others: top-dose activity change, negative = inhibition, most hits filed as inhibitors. purified FLuc, Km substrates, luminescence inhibition. hit rate 6.9% among 360,000. P08659;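 also: plate controls were vehicle for no effect and reference inhibitor for full effect; nearly all actives have a fitted effect of over 55% in size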
Target sequence (P08659 whole entry, looked up): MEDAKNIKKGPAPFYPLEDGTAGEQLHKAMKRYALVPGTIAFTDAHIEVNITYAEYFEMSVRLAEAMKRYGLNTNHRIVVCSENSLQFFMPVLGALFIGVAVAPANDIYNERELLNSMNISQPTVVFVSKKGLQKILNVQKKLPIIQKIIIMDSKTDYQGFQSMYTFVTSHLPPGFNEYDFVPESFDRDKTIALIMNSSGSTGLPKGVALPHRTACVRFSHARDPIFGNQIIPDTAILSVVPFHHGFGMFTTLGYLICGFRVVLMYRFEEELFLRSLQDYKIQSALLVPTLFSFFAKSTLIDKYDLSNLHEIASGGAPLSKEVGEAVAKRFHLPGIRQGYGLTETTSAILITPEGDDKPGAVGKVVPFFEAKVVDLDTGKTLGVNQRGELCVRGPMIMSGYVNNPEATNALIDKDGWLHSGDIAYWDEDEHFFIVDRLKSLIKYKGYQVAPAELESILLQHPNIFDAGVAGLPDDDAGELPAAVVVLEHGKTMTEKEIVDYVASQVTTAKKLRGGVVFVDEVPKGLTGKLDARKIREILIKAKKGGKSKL
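Purified P. pyralis luciferase, 10 nM final, with Km-level 10 uM D-luciferin and 10 uM ATP in 50 mM Tris acetate pH 7.5, 10 mM Mg acetate, 0.01% Tween-20, 0.05% BSA; 6-point qHTS titration about 60 µM downward; luminescence read.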
ELG1 genotoxic: inducers of genotoxicity in HEK293T ELG1-luciferase cells; Potency, µM (doses to about 46 µM), for inactives: at the highest dose activity change, positive = activation, usual class: activators; HEK293T ELG1-luciferase reporter, luminescence, 16 h; hit rate 1.3% among 330,000; also: % of control where 0% means no effect; nearly all actives have a fitted effect of over 60% in size
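16 hr compound incubation (37 °C, 5% CO2) of HEK293T cells carrying luciferase-tagged ELG1; luciferase then measured by ONE-Glo luminescence after 30 min at RT.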
Starred values were filed as active, the others as inactive; ? = inconclusive; / = no result given; [ ] = dose if it differs, or a comment. Unless noted, calls follow the shape of the dose curve; as a rule, active = well fitted curve in the direction sought with a large enough effect; inconclusive = small, poorly fitted or top-dose-only effect, or another doubt; inactive = no such curve, though single readings can be large; an effect the other way counts as inactive or inconclusive. Potency is read from the fitted curve at half-maximal effect. An unsorted share of the library; any-hit rate near 13%.

SMILES	RORgamma inh	VP16 counter	NPC1 prom act	Rab9 prom act	p53 reactivator	MBNL1-CUG inh	BRCA1 expr act	uPA surface inh	FLuc modulator	ELG1 genotoxic
Cc1cccc(S(=O)(=O)c2c(N)n(/N=C/c3cccnc3)c3nc4ccccc4nc23)c1	1%[10 µM]	-15%	-2%	2%	26%	2%	0%	-3%	-1%	2%
CCCC(=O)Nc1nnc(S(=O)(=O)N(C)Cc2ccco2)s1	13%	-5%	-2%	-5%	-10%	-5%	0%	0%	2%	-1%
Cc1ccc(CNC(=O)CCc2nnc3ccc(N4CCC5(CC4)OCCO5)nn23)cc1	0%	-4%	3%	-3%	0%	-11%	-15%	13%	-4%	3%
COc1ccc(NC(=S)N2CCCC(c3nc4ccc(C)cc4[nH]3)C2)cc1 (stereo not given)	?	17%	-1%	-6%	-5%	-7%	1%	-13%	13µM*	-2%
CCOC(=O)c1c(NCC2CCCO2)c2ccccc2[nH]c1=O (stereo not given)	27%	-14%	3%	19%	-2%	-11%	-4%	-1%	-3%	2%
COC(=O)C1=C(C)Nc2ncnn2C1c1ccc(C)o1 (stereo not given)	-23%	-3%	-1%	0%	-4%	9%	3%	9%	7%	0%
c1ccc2c(NCCCN3CCOCC3)c3ccccc3nc2c1	?	?	-32%[inhibitor]	-42%[inhibitor]	6%	?	/	/	3%	-8%
COc1ccc(C(=O)NNC(=O)CSc2nnc(-c3ccc(O)cc3)n2C)cc1	16%	7%	-1%	-3%	-2%	-4%	11%	7%	?	1%
CC(OC(=O)c1cc(=O)[nH]c2ccccc12)C(=O)NC1CCCCC1C (stereo not given)	/	/	-1%	0%	0%	/	-4%	14%	4%	3%
CC(=O)NC1c2ccccc2C(=O)N1Cc1ccccc1 (stereo not given)	-20%	-16%	-2%	2%	-5%	-3%	8%	8%	3%	0%
O=c1cc(O)c2sc3nc4c(c(C(F)(F)F)c3c2[nH]1)CCCCC4	2%	2%	-2%	5%	10%	20%	-8%	-5%	17µM*	2%
Nn1c(SCc2ccccc2)nc2ccccc21	1%	7%	1.8µM*	3.2µM*	?	-11%	3.2µM*	2%	19µM*	?
COC(=O)C(NC(=O)CNS(=O)(=O)c1ccc(Br)cc1)c1ccccc1 (stereo not given)	-1%	-12%	-6%	-2%	0%	-3%	-27%	-3%	-6%	-1%
CCOC(=O)c1cc(=O)c2c([N+](=O)[O-])ccc(OC)c2o1	5%	-11%	0%	-3%	13%	21%[11.5 µM]	-4%	0%	0%	0%
COC(=O)c1cnc(N2CCCN(S(=O)(=O)c3ccc(C(F)(F)F)cc3)CC2)nc1C(F)(F)F	-7%	12%	1%	-3%	3%	1%	-8%	12%	-2%	-8%
Oc1ccc(Cl)cc1/C=C/c1ccc2cccc(O)c2n1	3.2µM*	4.5µM*	-21%	-15%	?	12%	-45%	-5%	21µM*	?
COCCCN(Cc1ccco1)C(=O)Cn1ncc2c([nH]c3ccccc32)c1=O	29%	-4%	1%	-1%	7%	4%	-23%	-12%	6%	-5%
N#CCCn1c(SCC(=O)Nc2ccc(N3CCOCC3)cc2)nc2ccccc21	-1%	-26%	0%	2%	-9%	-9%	-24%	6%	?	1%
CC(=O)N1CCN(C(=O)c2cccc(S(=O)(=O)N3CCN(c4ccc(F)cc4)CC3)c2)CC1	/	/	-2%	2%	-5%	/	-18%	2%	3%	3%
CN(CC(=O)Nc1ccc(S(=O)(=O)N2CCOCC2)cc1)Cc1ccc(F)cc1	/	/	-3%	1%	-4%	/	-4%	-3%	7%	1%

As entered above.
In p53 reactivator, `CN(CC(=O)Nc1ccc(S(=O)(=O)N2CCOCC2)cc1)Cc1ccc(F)cc1` is listed with -4%
In FLuc modulator, `Nn1c(SCc2ccccc2)nc2ccccc21` is listed with 19µM*

Remaining list, next part
SMILES	RORgamma inh	VP16 counter	NPC1 prom act	Rab9 prom act	p53 reactivator	MBNL1-CUG inh	BRCA1 expr act	uPA surface inh	FLuc modulator	ELG1 genotoxic
N#CCC(=O)Nc1ccc(C(=O)OCC(=O)NNC(=O)c2cccs2)cc1	/	/	1%	-3%	3%	/	14%	1%	3%	-6%
CCCS(=O)(=O)N1CCCC(C(=O)NCCCN(C)Cc2ccccc2)C1 (stereo not given)	-19%	-9%	-4%	9%	-7%	-4%	11%	-2%	2%	2%
CC(=O)Nc1ccc(S(=O)(=O)N2CCC(C(=O)O)CC2)cc1	6%	-14%	-3%	24%	0%	-2%	0%	-3%	2%	-1%
O=[N+]([O-])c1ccc(S(=O)(=O)N/N=C/c2ccsc2)cc1	-13%	20%	1%	0%	-2%	?	0%	1%	0%	1%
C[C@H](NC(=O)c1ccccc1Cl)C(=O)OCCOc1ccc(Cl)cc1	16%	-2%	2%	-2%	-1%	/	0%	-1%	?	0%
COc1cccc2c(=O)n(CC(=O)N3CCN(c4ccccc4)CC3)ccc12	?	-5%	1%	0%	-5%	2%	-15%	1%	0%	-2%
O=C(NNS(=O)(=O)c1ccc2ccccc2c1)c1cccs1	10%	11%	-1%	-5%	5%	?	-15%	-3%	0%	-3%
CCOc1ccc(S(=O)(=O)N2CCCC(C(=O)N3CCN(c4ccccc4)CC3)C2)cc1 (stereo not given)	?	?	-2%	-6%	-22%	0%	-42%	-25%	0%	-23%
c1ccc(C2=Nc3ccccc3SC2c2nc3ccccc3[nH]2)cc1 (stereo not given)	?	?	/	/	/	5%	/	/	17µM*	/
N#Cc1c(N2CCSCC2)nsc1-c1ccccc1Cl	4%	3%	16%	30%	?	284%[activator]	11µM*	-6%	?	14%
COc1ccc(OCCCC(=O)Nc2cccc(C(C)=O)c2)cc1	18%	-9%	1%	1%	-31%[inhibitor]	?	-5%	-5%	-6%	-1%
Cc1ccc(S(=O)(=O)N2CCN(C(=O)CC(C)n3cncn3)CC2)cc1C (stereo not given)	-26%	12%	1%	-6%	5%	-5%	0%	-4%	-1%	-1%
CCC(O)C(C)(C)C (stereo not given)	4%	-1%	-4%	0%	11%	/	-12%	7%	-1%	0%
COc1cccc(OC)c1OCCOc1ccccc1OC(C)C	-19%	-8%	0%	-2%	-1%	-5%	-27%	3%	0%	-5%
CCOc1ccc(-n2nc3c(=O)n(CCN4CCCCC4)nc(C)c3c2C)cc1	-1%	3%	-2%	-1%	-4%	-7%[11.5 µM]	-24%	-5%	-1%	-1%
CC1Oc2ccccc2N(CC(=O)Nc2ccc(F)cc2)C1=O (stereo not given)	-12%	11%	0%	10%	/	-3%	-11%	7%	0%	-3%
Cc1ccc(C(=O)Nc2nnc(C3=COCCO3)o2)cc1C	0.28µM*	0.28µM*	-5%	10%	-4%	2%	-16%	-1%	-7%	-1%
COc1ccc(Cn2c(=O)[nH]c3cc(C(=O)NCCCOC(C)C)ccc3c2=O)cc1	10%	-12%	-2%	-5%	-2%	-5%	-16%	0%	-2%	-2%
Cc1ccc(NCc2ccc(C)s2)cc1	25%	-4%	18%	18%	-5%	-8%	/	/	21µM*	13%
COc1ccc(/C=C/C(=O)Nc2sc3c(c2C(=O)NCc2cccnc2)CCCC3)cc1	28%	-8%	-1%	-13%	-3%	-12%	0%[1.84 µM]	7%	?	-2%
CCOC(=O)c1c(-c2ccc(C)o2)csc1NC(=O)CSc1nnnn1-c1ccccc1	11µM*	7.9µM*	8%	-4%	-1%	127%[activator]	-23%	-3%	-18%	-7%
O=C(NCCN1CCOCC1)c1ccncc1	-13%	2%	-1%	8%	11%	-1%	2%	-3%	1%	-3%
COc1ccc(CCN(C)C(=O)CCCN2C(=O)c3cccc4cccc(c34)C2=O)cc1OC	-8%	-12%	-1%	-3%	-15%	?	1%	-13%	0%	-7%
O=C(CSc1cccc[n+]1[O-])NCC1CCCCC1	18%	-5%	1%	-5%	0%	-3%	20%	4%	-3%	6%
CN(C)CCCN(C(=O)c1ccco1)c1nc2cc3c(cc2s1)OCO3	-10%	-20%	5%	-4%	4%	-26%	-20%	?	0%	?
COc1ccccc1-c1nnc(SCC(=O)c2c(N)n(C3CC3)c(=O)[nH]c2=O)n1C	/	/	-1%	-2%	-4%	/	7%	7%	4%	-2%
CC(C)NC(=O)NC(=O)COC(=O)c1ccc(F)cc1F	?	-2%	0%	0%	-5%	-6%	23%	-5%	9%	1%
O=C(Nc1cccnc1)Nc1cccc(F)c1	/	/	15%	18%	/	?	45%	-6%	?	5%
O=C(COC(=O)CCc1ccc(S(=O)(=O)N2CCOCC2)cc1)NC(=O)NC1CCCCC1	38%	-7%	-4%	2%	1%	-1%	-4%	-6%	4%	1%
O=C(Cn1c(CN2CCCCC2)nc2ccccc2c1=O)NC1CCCCC1	8%	2%	0%	-3%	-1%	6%	-6%	4%	2%	-6%
CCOC(=O)c1oc2ccccc2c1CSc1nnc(-c2ccco2)o1	5%	-1%	8%	2%	-7%	-2%	-4%	/	-13%	-7%
COC(=O)N/N=C(\C)c1ccccc1Br	-3%	-4%	-1%	7%	-1%	-6%	0%	5%	-3%	0%
O=C(COc1ccc(-n2cnnn2)cc1)N1CCN(c2ccc(F)cc2)CC1	-21%	4%	-4%	-6%	17%	-10%	-32%	6%	2%	1%
Cn1c(CNC(=O)Nc2ccccc2Cl)nnc1SCc1ccccc1	10%	-3%	8%	-3%	-3%	-5%	-17%	7%	-1%	-3%
